Bioassay records: PubChem BioAssay, National Center for Advancing Translational Sciences (NCATS)
TrxR1 inh: rat TrxR1 inhibition | O89049 | recombinant rTrxR1, NADPH fluorescence consumption, selenite substrate | Potency, µM (doses to about 114 µM), without a hit: at the highest dose activity change, negative = inhibition, hits mostly inhibitors | 1% of 390,000 active; note: potency is the fitted concentration of half-maximal effect; % is set by controls: 0 for no effect and ±100 for the full control effect; nearly all actives have a fitted effect of over 65% in size
Target sequence (O89049 whole entry, looked up): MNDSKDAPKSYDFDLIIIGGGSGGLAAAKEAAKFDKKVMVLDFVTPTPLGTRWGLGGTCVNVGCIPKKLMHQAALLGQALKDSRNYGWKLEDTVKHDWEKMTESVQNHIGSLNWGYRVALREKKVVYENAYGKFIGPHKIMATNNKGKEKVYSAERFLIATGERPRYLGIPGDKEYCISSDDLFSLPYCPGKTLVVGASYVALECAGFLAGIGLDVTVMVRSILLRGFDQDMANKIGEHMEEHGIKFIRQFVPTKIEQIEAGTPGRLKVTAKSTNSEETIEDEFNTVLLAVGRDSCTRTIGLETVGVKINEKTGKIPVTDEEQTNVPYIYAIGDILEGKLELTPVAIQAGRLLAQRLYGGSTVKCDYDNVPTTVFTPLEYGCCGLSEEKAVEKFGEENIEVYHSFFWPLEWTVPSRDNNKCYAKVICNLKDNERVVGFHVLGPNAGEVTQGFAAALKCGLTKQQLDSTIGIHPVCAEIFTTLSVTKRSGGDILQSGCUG
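Rat TrxR1 (90 nM in the dispensed reagent) was pre-reduced with 400 uM NADPH for 5 min at room temperature, then incubated with compound for 15 min. After 400 uM selenite was added, NADPH fluorescence (Ex 340/Em 450 nm) was followed for 8 min.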
GRP78 ERSR act: induces the endoplasmic reticulum stress response in human glioma cells; U87-MG GRP78 promoter luciferase reporter, 16 h; Potency, µM, without a hit: at the top dose activation, usual class: activators; 0.02% of 420,000 active; AID 602332; note: potency is the fitted concentration of half-maximal effect; series mostly up to about 76 µM; % of control where 0% means no effect; nearly all actives have a fitted effect of over 35% in size
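Stably transfected U87-MG glioma cells carrying a GRP78-based luciferase sensor; 16 h compound incubation. Luminescence end-point read 10 min after Bright-Glo addition at room temperature.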
LDHA block: inhibitors of human lactate dehydrogenase A; P00338; purified LDHA, NADH/diaphorase-resazurin fluorescence; stronger effect = lower value; 0.15% of 480,000 active; activity change, % (values are at about 110 or 230 µM); AID 1347041; in the data active = activity change below about -30%; inconclusive = mostly about -25% to -30%;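 note: plate controls were DMSO wells for no effect and wells without enzyme for full effect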
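Remaining NADH was detected by diaphorase (0.133 mg/mL) converting 37 µM resazurin to fluorescent resorufin, read at 0 and 20 minutes. The preceding 5-minute room-temperature reaction used 2 nM LDHA, 0.2 mM sodium pyruvate and 0.06 mM NADH at pH 7.4.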
Vif-A3G inh: blocks the Vif interaction with human APOBEC3G; 0.076% of 410,000 active; HeLa A3G-eYFP + Vif (tagged APOBEC3G with the HIV-1 protein that degrades it), YFP fluorescence, overnight; AID 602310; Potency, µM (highest dose often 46.1 µM), for inactives: at the highest dose activity, negative = active, hits mostly inhibitors; Q9HC16;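 note: potency is the fitted concentration of half-maximal effect; % is set by controls: 0 for no effect and ±100 for the full control effect; nearly all actives have a fitted effect of over 60% in size; hits raise eYFP signal because A3G escapes Vif-driven loss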
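Read-out is eYFP fluorescence (Ex 488/Em 500-530) from Vif-expressing HeLa A3G-eYFP cells; more signal means A3G escaped Vif-mediated degradation. Cells plated overnight, compound pinned in, incubated overnight at 37 deg C.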
TrxR1 substrate: is turned over as a substrate by rat TrxR1; purified TrxR1 substrate turnover, NADPH consumption readout; 0.01% of 390,000 active; O89049; AID 588456; Potency, µM (highest dose often 114 µM), for the others: at the highest dose activity change, negative = substrate turnover; note: potency is the fitted concentration of half-maximal effect; % is set by controls: 0 for no effect and ±100 for the full control effect; nearly all actives have a fitted effect of over 50% in size
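Rat TrxR1, dispensed at 90 nM, was prereduced with 400 uM NADPH (final) for 5 min at ~22 deg C, then incubated with compound 15 min before 400 uM selenite. A first-read NADPH fluorescence drop versus no-compound background flagged substrates.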
RGS4 inhibitor: human RGS4 inhibition; P49798; Transcreener GDP fluorescence polarization, RGS4-accelerated GTP hydrolysis; Potency, µM (series often up to 114 µM), for the others: at the highest dose activity change, negative = inhibition, hits mostly inhibitors; 0.039% of 390,000 active; AID 504845; note: potency is the fitted concentration of half-maximal effect; % is set by controls: 0 for no effect and ±100 for the full control effect; nearly all actives have a fitted effect of over 75% in size; some results filed as inactive show a strong effect at the top dose
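MLSMR compounds (23 nl, pin-transferred) preincubated 10 min at room temperature with a 500nM (2x) first reagent, then RGS4 at 900nM (2x) plus Transcreener GDP mix added; fluorescence polarization (620/688 nm) read before and after 90 min at 30 °C.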
mIDH1 inhibitor: blocks human mutant IDH1 R132H enzyme | O75874 | 0.093% of 390,000 active | IDH1-R132H enzyme, NADPH consumption, diaphorase/resazurin fluorescence | Potency, µM (highest dose often 76.6 µM), for the others: at the highest dose activity change, negative = inhibition, most hits filed as inhibitors; note: potency is the fitted concentration of half-maximal effect; % is set by controls: 0 for no effect and ±100 for the full control effect; nearly all actives have a fitted effect of over 65% in size
Target sequence (O75874 whole entry R132H, stated change not applied): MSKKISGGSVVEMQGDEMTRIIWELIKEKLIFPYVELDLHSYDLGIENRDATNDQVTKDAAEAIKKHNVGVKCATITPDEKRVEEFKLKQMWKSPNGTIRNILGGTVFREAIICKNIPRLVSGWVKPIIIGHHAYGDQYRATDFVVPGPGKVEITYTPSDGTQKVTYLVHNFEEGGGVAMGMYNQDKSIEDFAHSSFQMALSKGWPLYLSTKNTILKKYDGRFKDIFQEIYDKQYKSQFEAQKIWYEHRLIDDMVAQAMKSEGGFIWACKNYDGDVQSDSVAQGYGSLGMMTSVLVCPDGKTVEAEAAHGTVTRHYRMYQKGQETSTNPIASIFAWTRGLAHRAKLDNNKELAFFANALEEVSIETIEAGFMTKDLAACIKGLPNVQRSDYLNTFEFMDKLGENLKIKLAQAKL
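IDH1-R132H (0.5 ug/mL) preincubated 30 min with compound, then NADPH (0.016 mM) and alpha-KG (2 mM) added; 80 min at RT, pH 7.5. Remaining NADPH coupled via diaphorase/resazurin to fluorescence (540/590 nm); concentration-response curves normalized to no-enzyme control.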
Vif-APOBEC3F blk: Vif-A3F binding inhibition; HeLa A3F-eYFP + Vif (tagged APOBEC3F with the HIV-1 protein that degrades it), YFP fluorescence increase; Potency, µM (doses to about 46.1 µM), for the others: top-dose activity, negative = active; 0.2% of 390,000 active; AID 602313; note: potency is the fitted concentration of half-maximal effect; % of control where 0% means no effect; nearly all actives have a fitted effect of over 65% in size
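HeLa cells stably expressing A3F-eYFP plus Vif, plated and incubated overnight at 37 deg C, then exposed to compounds overnight at 37 deg C. Blocked degradation read as raised yellow fluorescence (Ex 488/Em 500-530).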
USP1 inh: USP1/UAF1 (human) deubiquitinase inhibition | O94782 | recombinant USP1/UAF1, Ub-Rhodamine cleavage fluorescence | Potency, µM (doses to about 57.1 µM), without a hit: top-dose activity change, negative = inhibition, actives largely listed as inhibitors | 0.23% of 390,000 active | AID 743255; note: potency is the fitted concentration of half-maximal effect; % is set by controls: 0 for no effect and ±100 for the full control effect; nearly all actives have a fitted effect of over 60% in size; inactives centre near -12
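1 nM enzyme complex + cpd, 15 min RT; start with Ub-Rho 150nM final; kinetic fluorescence ex 480/em 540, 6 reads q60 s. Buffer 50mM HEPES pH 7.8, 0.5mM EDTA, 0.1 mg/ml BSA, 1mM TCEP, 0.01% Tween-20.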
An asterisk follows results filed as active; u = inconclusive; x = not tested or not shown; & = joins results of further samples; [ ] = remark or other dose. Unless noted, calls come from the whole dose curve; as a rule, active = well fitted curve in the direction sought with a large enough effect; inconclusive = small, poorly fitted or top-dose-only effect, or another doubt; inactive = no such curve, though single readings can be large; an effect the other way counts as inactive or inconclusive. This is a subset, so the mix of outcomes need not match the whole.

SMILES	TrxR1 inh	GRP78 ERSR act	LDHA block	Vif-A3G inh	TrxR1 substrate	RGS4 inhibitor	mIDH1 inhibitor	Vif-APOBEC3F blk	USP1 inh
O=C(Nc1ccc(Cl)cc1)c1cc2c(cc1O)[nH]c1ccccc12	13%[57.1 µM]	-3%	-5	-7%	7%[57.1 µM]	-5%	15%	20%	-14%
O=C(CN(Cc1ccco1)C(=O)CNS(=O)(=O)c1ccc(Cl)cc1)NC1CCCCC1	7%[57.1 µM]	-5%	-3	-4%	-7%[57.1 µM]	-24%	11%	1%	-13%
COc1ccc([C@@H]2C[C@@H](c3ccccc3)Oc3cc(C)cc(C)c32)cc1	26%	-1%	0	-5%	5%	14%	-13%	-4%	-24%
O=C(Nc1cccc(-c2cn3cccnc3n2)c1)c1ccc2c(c1)OCO2	17%	-3%	2	-1%	182%[activator]	-41%	4%	-12%	-21%
O=C(NC1CC(=O)N(c2ccc(F)cc2)C1)c1cc2ccccc2o1 (stereo not given)	-4%[57.1 µM]	0%	-2	2%	0%[57.1 µM]	-36%	11%	4%	-25%
CC(C)CN(CC(C)C)S(=O)(=O)N1CCC(C(=O)NCc2ccco2)CC1	13%	-2%	-2	0%	0%	-10%[56.9 µM]	-4%	-2%	-21%
CCOC(=O)/C(C#N)=C\C1=C(N2CCCC2)CC(C)(C)OC1	-14%[57.1 µM]	-4%	-8	3%	3%[57.1 µM]	-7%	-3%	-3%	-8%
CCN(CC(=O)NCc1ccc(F)cc1)C(=O)Cc1ccc(OC)cc1	10%[57.1 µM]	-1%	-3	-4%	4%[0.0914 µM]	14%	-3%	15%	2%
O=C(O)c1cc2cccc(S(=O)(=O)N3CCCCC3)c2cc1O	7%[57.1 µM]	-4%	10	-4%	6%[57.1 µM]	-19%	-6%	-1%	-22%
C[C@H]1CN([C@@H](C)CO)C(=O)c2cc(-c3ccccc3F)cnc2O[C@@H]1CN(C)C(=O)NC1CCCCC1	x	-5%	-1	0%	x	x	12%	0%	-25%
Cc1nc(NC(=O)COC(=O)C2CC3CCCC(C2)C3=O)c(Cl)cc1Cl (stereo not given)	-21%	-3%	-8	-1%	-8%	-10%	12%	6%	-10%
COc1cc(OC)c(C(=O)OCC(=O)c2cc(C)n(CC3CCCO3)c2C)cc1OC (stereo not given)	27%[57.1 µM]	0%	-9	-1%	4%[57.1 µM]	14%	0%	4%	-14%
CCOC(=O)N1CCN(C2CC(=O)N(c3ccc(Oc4ccccc4)cc3)C2=O)CC1 (stereo not given)	10%	-7%	-6	0%	4%	7%	14%	-1%	-14%
Nc1c(N(C(=O)Nc2ccc(Cl)c(Cl)c2)C2CCCC2)c(=O)[nH]c(=O)n1Cc1ccccc1	-4%	-2%	-14	-9%	-9%	2%	0%	-12%	-9%
CC(=O)NC(NC(=S)Nc1ccc(C)cc1C)C(Cl)(Cl)Cl (stereo not given)	-15%	-1%	-2	1%	1%	-4%	-14%	-8%	-8%
Cn1c(-c2ccc(F)cc2)cnc1SCC(=O)Nc1ccccc1	20%[57.1 µM]	-3%	-3	0%	-14%[57.1 µM]	-35%	6%	-1%	-17%
COCCn1c(SCC(=O)Nc2ccccc2OC)nc2ccccc2c1=O	17%	-2%	-2	6%	5%	-5%	2%	-2%	-14%
COC(=O)c1ccccc1NC(=O)Cn1c(CCC(=O)O)ccc1-c1cccs1	u	-3%&-4%	-12&-6	1%&1%	5%&2%	-1%&-2%	-7%&3%	-6%&-37%	-3%&-17%
C=CCn1c(NC(=O)c2ccc(C)cc2)c(C#N)sc1=N	-5%	-1%	-18	-14%	4%	-4%	-3%	3%	-9%
Cc1ccc(C)c(N2N=C(C(=O)Nc3ccc(N4CCOCC4)cc3)CCC2=O)c1	25%[57.1 µM]	0%	-14	1%	15%	15%	-8%	-9%	-1%
CCS(=O)(=O)c1ccc(O)c(NC(=O)CC2(CC(=O)O)CCCC2)c1	6%[57.1 µM]	-5%	1	1%	0%[57.1 µM]	-7%	-1%	11%	-6%
Cc1ccc(SCc2cc(=O)[nH]c(/N=C(\N)Nc3ccc(C)c(C)c3)n2)cc1	17%	-2%	3	1%	2%	-22%	-3%	-8%	2%
O=C(Nc1ccc(Cl)c(Cl)c1)N(CCCN1CCOCC1)Cc1cccnc1	7%	-3%	-15	0%	1%	-19%	-2%	1%	-18%
CCn1c(=O)c2cc(C(=O)N(CCCOC(C)C)Cc3ccco3)sc2c2ccccc21	12%	1%	1	0%	16%	-12%	2%	-1%	-7%
COc1ccc(NC(=O)CN2C(=O)NC(C)(c3ccccc3)C2=O)c(OC)c1 (stereo not given)	24%	-4%	-8	1%	3%	-8%	-1%	-12%	u
SMILES	TrxR1 inh	GRP78 ERSR act	LDHA block	Vif-A3G inh	TrxR1 substrate	RGS4 inhibitor	mIDH1 inhibitor	Vif-APOBEC3F blk	USP1 inh
Cc1ccc(C)c(NC(=S)N2CCCCC2CO)c1 (stereo not given)	7%	0%	-2	1%	0%	-25%	21%	5%	-21%
Cc1ccc(NC(=O)CN(C)C(=O)c2cccc(-n3cccc3)c2)cc1	-12%	-2%	0	-4%	-6%	-8%	4%	4%	-7%
CC(C)(C)OC(=O)C[C@H]1C/C=C\C[C@@H](CC(=O)N(CCO)Cc2ccccc2)C(=O)N2CCC[C@H]2COC1=O	16%	-4%	-1	-1%	4%	-19%	14%	3%	-28%
CC(=O)NC(Cc1c[nH]c2ccccc12)C(=O)N1CCN(S(=O)(=O)c2ccccc2)CC1 (stereo not given)	14%	-4%	-3	-1%	3%	-19%	7%	-10%	-15%
COc1ccc(N(C)C(=O)c2cc(S(=O)(=O)N3CCc4ccccc43)cn2C)c(OC)c1	39%[activator]	x	0	x	42%[activator]	5%	x	x	3%
CN(C)CCCN(C(=O)C1=COCCO1)c1nc2ccc(Br)cc2s1	10%	-4%	-2	3%	-2%	-3%	0%	0%	-21%
Cc1ccc(S(=O)(=O)NCCNC(=O)C2CCCNC2=O)cc1 (stereo not given)	16%	-2%	0	0%	2%	8%	1%	-6%	-13%
C[C@]12CCC(=O)C[C@@H]1CC[C@@H]1[C@@H]2CC[C@]2(C)C=CC[C@@H]12	29%	-5%&-3%	-3	1%	7%	-4%	4%	-12%	-22%
CCOC(=O)Cn1cnc2c(nnn2Cc2ccc(Cl)cc2)c1=O	13%	-3%	-5	4%	-10%	39%	1%	-3%	-3%
CCCOc1ccccc1C1C(C(=O)Nc2ccccc2)=C(C)Nc2nnnn21 (stereo not given)	-2%	-1%	-5	2%	-8%	17%	1%	-3%	-14%
Cc1cc(C(=O)CSc2nnc(CCC(N)=O)n2C)c(C)n1C1CC1	u	-4%	5	-5%	-11%	-51%	5%	1%	-7%
CC(=O)Nc1ccc(NC(=O)CC(c2ccccc2)c2ccccc2)cc1	21%[57.1 µM]	-3%	-8	0%	6%[57.1 µM]	-1%	5%	2%	-11%
CN(C)CCCN=C(NO)c1ccc(Cl)cc1Cl	-4%	-3%	-5	4%	-3%	6%	0%	6%	-11%
CCCC(C(=O)Nc1ccc(S(=O)(=O)N2CCOCC2)cc1)c1ccccc1 (stereo not given)	29%	1%	-1	-14%	-1%	16%	0%	7%	-10%

Some of these compounds in order of number of heavy atoms, smallest number first.
SMILES	TrxR1 inh	GRP78 ERSR act	LDHA block	Vif-A3G inh	TrxR1 substrate	RGS4 inhibitor	mIDH1 inhibitor	Vif-APOBEC3F blk	USP1 inh
C[C@]12CCC(=O)C[C@@H]1CC[C@@H]1[C@@H]2CC[C@]2(C)C=CC[C@@H]12	29%	-5%&-3%	-3	1%	7%	-4%	4%	-12%	-22%
CCOC(=O)Cn1cnc2c(nnn2Cc2ccc(Cl)cc2)c1=O	13%	-3%	-5	4%	-10%	39%	1%	-3%	-3%
O=C(NC1CC(=O)N(c2ccc(F)cc2)C1)c1cc2ccccc2o1 (stereo not given)	-4%[57.1 µM]	0%	-2	2%	0%[57.1 µM]	-36%	11%	4%	-25%
COc1ccc(NC(=O)CN2C(=O)NC(C)(c3ccccc3)C2=O)c(OC)c1 (stereo not given)	24%	-4%	-8	1%	3%	-8%	-1%	-12%	u
COC(=O)c1ccccc1NC(=O)Cn1c(CCC(=O)O)ccc1-c1cccs1	u	-3%&-4%	-12&-6	1%&1%	5%&2%	-1%&-2%	-7%&3%	-6%&-37%	-3%&-17%
COc1cc(OC)c(C(=O)OCC(=O)c2cc(C)n(CC3CCCO3)c2C)cc1OC (stereo not given)	27%[57.1 µM]	0%	-9	-1%	4%[57.1 µM]	14%	0%	4%	-14%
CC(=O)NC(Cc1c[nH]c2ccccc12)C(=O)N1CCN(S(=O)(=O)c2ccccc2)CC1 (stereo not given)	14%	-4%	-3	-1%	3%	-19%	7%	-10%	-15%
Nc1c(N(C(=O)Nc2ccc(Cl)c(Cl)c2)C2CCCC2)c(=O)[nH]c(=O)n1Cc1ccccc1	-4%	-2%	-14	-9%	-9%	2%	0%	-12%	-9%
